PDI inh – inhibitors of human PDI, primary screen, biochemical, turbidity, single point, plate reader; 350,000 tested, 0.052% active; PDI insulin aggregation turbidity, A650, 90 min; Protein disulfide-isomerase (Homo sapiens), P07237; inhibition, % at 10 µM;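 active = mean inhibition across replicates of 30% or more, whatever share of single replicates reach that level; inconclusive = mean inhibition below 30% while every single replicate reaches 30%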;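 note: absorbance from insulin aggregation driven by PDI reduction with DTT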
Target sequence (P07237 whole entry, looked up): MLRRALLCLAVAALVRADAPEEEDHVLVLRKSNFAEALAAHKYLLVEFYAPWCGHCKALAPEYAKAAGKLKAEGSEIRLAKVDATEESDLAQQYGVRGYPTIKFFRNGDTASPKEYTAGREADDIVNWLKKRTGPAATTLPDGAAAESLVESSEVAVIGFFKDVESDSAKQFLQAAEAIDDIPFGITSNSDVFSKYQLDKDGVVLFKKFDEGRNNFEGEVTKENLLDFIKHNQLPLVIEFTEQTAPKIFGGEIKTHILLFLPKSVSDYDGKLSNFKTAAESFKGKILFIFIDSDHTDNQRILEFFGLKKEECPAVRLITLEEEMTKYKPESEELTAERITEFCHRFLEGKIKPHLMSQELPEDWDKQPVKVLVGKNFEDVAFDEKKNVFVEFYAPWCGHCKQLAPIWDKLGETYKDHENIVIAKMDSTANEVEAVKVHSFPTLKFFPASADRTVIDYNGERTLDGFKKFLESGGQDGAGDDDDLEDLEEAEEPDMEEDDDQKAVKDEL
Vif imaging – HIV Vif self-association inhibitors, primary screen, imaging, HEK293T, single point. 340,000 tested, 0.35% active. HEK293T cells, Vif self-association by quenched fluorescence, 24 h. inhibition, % at 7.49 µM; in the data active = inhibition above about 50%, passing the limit was not always enough; inconclusive = no clear call, values can overlap the other calls; inactive = below about 31%; note: some results filed as inactive read as strong as hits
Cardio protect – cardioprotection against H2O2-induced cell death, primary screen, uHTS, H9c2 cells, ATPLite luminescence; H9c2 cardiomyocytes, H2O2 injury protection, 2 h; protection from H2O2 cell death, % at 20 µM; 360,000 tested, 0.63% active;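 active = compounds giving at least 50% protection of heart cells from peroxide-induced death in the single-dose screen, raw or plate-pattern-corrected value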;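 note: 0% = DMSO wells with peroxide and 100% = DMSO wells without peroxide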
MC4R barr agon – MC4R agonists recruiting beta-arrestin, primary screen, cell-based, luminescence, agonist arm of biased-ligand search; Melanocortin receptor 4 (Homo sapiens), P32245; U2OS MC4R beta-arrestin complementation; percent of melanotan II response, DMSO zero; activation, % at 8.9 µM; 360,000 tested, 0.98% active;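 active = activation above a per-plate cutoff, the mean activation of sample wells on that plate plus 3 SD, cut at about 8% in these data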
N-glyco inh – increase of ERlucT glycosylation luciferase signal, primary screen, N-linked glycosylation inhibitor project, D54 ERlucT cells, luminescence, set 2. D54 ERlucT glycosylation luciferase reporter, 24 h; percent of 100 nM tunicamycin response. reporter increase, % at 12.5 µM. 360,000 tested, 0.23% active. AID 588692, 2011;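 active = mean luciferase reporter signal, scaled so untreated is 0 and the glycosylation-blocking control 100, at or above a set limit in every replicate; inconclusive = mean reaches the limit but not every replicate does; inactive = mean below the limit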;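 note: luciferase carries N-glycosylation sites so blocking glycosylation raises the light; 0% = median of neutral control wells and 100% = median of 100 nM tunicamycin wells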
CaV13 FRET inh – Disruptors of the CACNA1D IQ motif to Ca2+-dependent inactivation inhibitor domain association, primary screening, Förster resonance energy transfer in intact living …; HEK cells, CFP/YFP FRET ICDI-IQ, plate reader, 10 min; percent FRET-ratio fall versus neutral wells; inhibition, % at 12.3 µM; 340,000 tested, 0.098% active;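 active = mean replicate inhibition of at least 30% and at least 1% of replicates passing that level; inconclusive = only one of the two criteria is met; inactive = neither criterion is met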;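 note: 0% = median of the neutral control wells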
ABCB6 inh MLPCN – ABCB6 transporter inhibitors, primary screen, K562-ABCB6 cells, flow cytometry, MLPCN library; ATP-binding cassette sub-family B member 6 (Homo sapiens), Q9NP58; K562-ABCB6 porphyrin accumulation, 1 h; active compounds read low; fluorescence ratio to DMSO, % at 10 µM; 360,000 tested, 0.19% active;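 active = fluorescence ratio to DMSO below 75%, the collection mean minus 3 SD; inconclusive = too few cells collected in the well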;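 note: signal is porphyrin accumulated inside mitochondria; 100% equals median channel fluorescence of DMSO control wells; lower ratio means ABCB6 inhibition with less porphyrin fluorescence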
m5-HT2A agonist – mouse Htr2a agonists via beta-arrestin recruitment, primary screen, cell-based, luminescence; activation, % at 7.6 µM; 5-hydroxytryptamine receptor 2A (Mus musculus), P35363; 360,000 tested, 0.66% active; CHO-K1 mHTR2A beta-arrestin complementation; percent of 30 µM serotonin response; AID 624169, 2012;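 active = activation above a run cutoff, the mean activation of all tested compounds plus 3 SD, cut at about 14% in these data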;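 note: 0% = plate median of compound wells and 100% = 30 µM serotonin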
Target sequence (P35363 whole entry, looked up): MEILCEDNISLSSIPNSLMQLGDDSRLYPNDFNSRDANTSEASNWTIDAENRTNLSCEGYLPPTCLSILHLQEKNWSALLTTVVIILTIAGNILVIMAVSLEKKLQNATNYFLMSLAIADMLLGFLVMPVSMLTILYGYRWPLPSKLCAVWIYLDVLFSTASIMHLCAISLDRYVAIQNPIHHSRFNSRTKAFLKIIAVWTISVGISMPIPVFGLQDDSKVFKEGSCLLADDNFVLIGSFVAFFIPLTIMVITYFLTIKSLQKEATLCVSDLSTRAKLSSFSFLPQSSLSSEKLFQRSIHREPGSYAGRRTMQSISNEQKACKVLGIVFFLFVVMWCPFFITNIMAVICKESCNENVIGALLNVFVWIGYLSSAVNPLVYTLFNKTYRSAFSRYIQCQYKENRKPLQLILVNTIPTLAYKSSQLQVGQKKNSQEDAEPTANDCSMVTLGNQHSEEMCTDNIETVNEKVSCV
aDG glyco act – activators of alpha-DG glycosylation, primary screen, uHTS, Pro5-aDG cells, AlphaScreen; alpha-DG glycosylation AlphaScreen (IIH6); 0% Pro5, 100% B10-LARGE cell signal; activation, % at 10 µM; 360,000 tested, 0.22% active;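 active = activation of at least 8% versus controls, or a plate z-score of at least 8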;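 note: Pro5 are CHO cells carrying HIG-tagged alpha-DG that lacks glycosylation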
MC4R antagonist – MC4R antagonists of cAMP signaling, primary screen, cell-based, TR-FRET, antagonist arm of biased-ligand search. MC4R-expressing cells, MTII-stimulated cAMP, LANCE TR-FRET. Melanocortin receptor 4 (Homo sapiens), P32245. 360,000 tested, 0.48% active. inhibition, % at 6.5 µM;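 active = inhibition above its plate's cutoff, the mean of tested wells on that plate plus 3 SD, cut at about 29% in these data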;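 note: 0% = Melanotan II alone and 100% = Melanotan II plus saturating MCL0020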
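Material: human MC4R-expressing U2OS cells. Probe or stimulus: Melanotan II challenge. Dosing: 6.5 µM single dose. Times: 30-min compound, 1-h challenge, 1-h detection, room temperature. Technique: TR-FRET with Eu-cAMP and labeled anti-cAMP, 671 nm. Replication: singlicate.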
An asterisk follows results filed as active; ? = inconclusive; . = not tested or not shown.

[1] O=C(Nc1cccc(Cl)c1)Nc1nnc(-c2ccccc2)o1
[2] COc1cccc(NC(=O)Cc2nnc(SCC(=O)NC3CCCCC3)n2C)c1
[3] CCN(CC)c1nc(-c2ccc(C(=O)NN)cc2)nc(-c2ccc(C(=O)NN)cc2)n1
[4] Brc1ccc2nc(-c3ccco3)c(Cc3ccsc3)n2c1
[5] CCCCn1c(O)c2n(c1=O)Cc1ccccc1N=C2c1ccc(OC)cc1
[6] Cc1ccsc1C(=O)NNC(=O)COc1ccccc1Cl
[7] COc1ccc(S(=O)(=O)NCCC(=O)OCC(=O)c2ccc[nH]2)cc1[N+](=O)[O-]
[8] C=CCNC(=O)CC1C(=O)NCCN1Cc1c(F)cccc1Cl (configuration not stated)

compound no.,1,2,3,4,5,6,7,8
PDI inh,5,-8,5,.,.,0,-5,4
Vif imaging,-1,-9,-5,.,2,.,-6,-2
Cardio protect,-4,-3,5,-4,0,2,8,-1
MC4R barr agon,0.4,-1.0,-0.7,.,.,-2.5,-3.0,-1.9
N-glyco inh,0,0,-1,0,-1,1,2,0
CaV13 FRET inh,-4,-7,-2,6,-3,-6,-5,4
ABCB6 inh MLPCN,98,99,96,100,100,100,97,102
m5-HT2A agonist,1,-6,-4,0,2,-5,-12,3
aDG glyco act,-0.3,-0.1,-0.2,0.0,-0.4,-0.2,0.0,0.9
MC4R antagonist,11,13,7,.,.,11,2,5

[9] COc1ccc(C(=O)NCCS(=O)(=O)NCc2ccc(F)cc2)cc1
[10] Cc1ccc(Br)c(NS(=O)(=O)c2cccc(C(=O)N3CCNC(=O)C3)c2)c1
[11] O=c1[nH]cnc2ncc(-c3ccc(O)cc3)nc12
[12] O=C(NC1CCCN(Cc2ccc(Cl)cc2)C1)c1ccccc1-c1ncc[nH]1 (configuration not stated)
[13] COc1ccc(NS(=O)(=O)c2cc(NC(=O)c3ccc(C)s3)ccc2N2CCOCC2)cc1
[14] CCc1nc(N[C@H](C(=O)O)C(C)CC)c2oc3ccccc3c2n1 (some centres not stated)
[15] O=C(Nc1ccccc1C(=O)N1CCCCC1)c1cc(F)c(F)cc1Cl
[16] Cc1ccc(-c2noc(-c3cc(C(C)(C)C)nn3Cc3ccccc3)n2)cc1

compound no.,9,10,11,12,13,14,15,16
PDI inh,-3,7,5,-5,-6,-15,0,8
Vif imaging,3,6,-3,6,1,4,-9,3
Cardio protect,-8,-4,-1,-1,10,-8,-3,-3
MC4R barr agon,-2.3,0.8,0.7,-1.7,2.4,0.4,1.5,2.7
N-glyco inh,0,5,-1,-3,-4,2,0,0
CaV13 FRET inh,-4,-3,-5,-4,-5,-6,-6,1
ABCB6 inh MLPCN,100,99,103,101,102,97,100,97
m5-HT2A agonist,-4,-2,1,-3,-5,3,6,5
aDG glyco act,0.1,0.2,-0.1,0.0,-0.1,-0.1,-0.3,0.0
MC4R antagonist,6,2,4,-5,5,-2,-5,18

Brought forward from above: four entries; new compounds follow.
[13] COc1ccc(NS(=O)(=O)c2cc(NC(=O)c3ccc(C)s3)ccc2N2CCOCC2)cc1
[14] CCc1nc(N[C@H](C(=O)O)C(C)CC)c2oc3ccccc3c2n1 (some centres not stated)
[15] O=C(Nc1ccccc1C(=O)N1CCCCC1)c1cc(F)c(F)cc1Cl
[16] Cc1ccc(-c2noc(-c3cc(C(C)(C)C)nn3Cc3ccccc3)n2)cc1
[17] CCN(CC)S(=O)(=O)c1ccc(NS(=O)(=O)c2cccs2)cc1
[18] O=C(COC(=O)CNS(=O)(=O)c1cccc(Br)c1)NC(=O)Nc1ccc2c(c1)OCCO2
[19] Cc1cccc(N(C(=O)Cc2cccs2)C(C(=O)NC2CCCC2)c2ccsc2)c1 (configuration not stated)
[20] O=c1cc(CO)oc(CN2CCC(Cc3ccccc3)CC2)c1O
[21] CCc1nnc(NC(=O)c2ccc(Cl)nc2)s1
[22] COc1ccc(CNC(=O)CN2C(=O)COc3ccc(S(=O)(=O)N4CCCC4)cc32)cc1
[23] COc1cccc(NC(=S)N(CCCN2CCOCC2)Cc2cn(C)c3ccccc23)c1
[24] CCCCC/C=N/NC(=O)c1[nH]c2ccc([N+](=O)[O-])cc2c1C

compound no.,13,14,15,16,17,18,19,20,21,22,23,24
PDI inh,-6,-15,0,8,-1,-5,-2,-2,0,-2,1,-6
Vif imaging,1,4,-9,3,11,3,-13,1,-7,3,?,-4
Cardio protect,10,-8,-3,-3,6,2,-1,14,-9,0,1,-2
MC4R barr agon,2.4,0.4,1.5,2.7,-1.4,-0.2,-0.6,0.8,-1.4,-1.2,0.8,-0.3
N-glyco inh,-4,2,0,0,-2,1,0,-1,-1,2,-3,-4
CaV13 FRET inh,-5,-6,-6,1,-4,-3,-9,.,-7,-5,-5,-4
ABCB6 inh MLPCN,102,97,100,97,97,97,97,98,103,95,94,97
m5-HT2A agonist,-5,3,6,5,4,-2,0,-1,3,3,0,-7
aDG glyco act,-0.1,-0.1,-0.3,0.0,-0.3,-0.4,0.3,0.2,-0.4,-0.1,-0.4,0.2
MC4R antagonist,5,-2,-5,18,-3,20,1,20,16,-3,-3,5

[25] COc1ccc2[nH]cc(CCNC(=O)C3CCCO3)c2c1 (configuration not stated)
[26] CCOC(=O)c1c(C)c(C(=O)NC2CCCCCC2)c(C)n1C
[27] NC(N)=NS(=O)(=O)c1ccc(NC(=S)NC(=O)/C=C/c2cccs2)cc1
[28] COc1ccc(NC(=O)N2CCC(NC(=O)c3ccco3)CC2)cc1
[29] O=C(Cc1ccc(F)cc1)N(c1ccc(F)cc1)C1C=CS(=O)(=O)C1 (configuration not stated)
[30] O=C(c1cccc(N2CCNC2=O)c1)N1CCCC(Nc2cccc(F)c2)C1 (configuration not stated)
[31] CCc1nc2ccc(C(=O)Nc3cccc(OCC(=O)N(C)C)c3)cn2c1N(C)C(=O)c1ccncc1
[32] Cc1cc(-c2ccccc2)nn1-c1nc2c(c(=O)[nH]c(=O)n2C)n1C

compound no.,25,26,27,28,29,30,31,32
PDI inh,2,-14,3,6,2,6,-8,0
Vif imaging,14,-5,5,7,8,-15,-9,8
Cardio protect,2,-3,0,0,-1,-3,2,-2
MC4R barr agon,5.8,-1.7,-3.0,-2.6,-1.1,0.9,1.0,-1.8
N-glyco inh,0,-3,1,1,1,2,1,1
CaV13 FRET inh,-2,-3,-4,-5,-5,-6,-10,-6
ABCB6 inh MLPCN,99,100,97,95,101,98,103,83
m5-HT2A agonist,8,3,-2,0,3,7,4,-3
aDG glyco act,0.0,-0.1,-0.4,-0.2,0.0,0.0,0.3,-0.2
MC4R antagonist,-2,-1,3,0,10,9,13,3

[33] Clc1ccccc1Nc1nc(-c2cccnc2)cs1
[34] CCCn1c(SCc2ccon2)nc2ccccc2c1=O
[35] Cc1cc(NC(=O)c2noc3c2CCCC3)no1
[36] COc1ccc(NC(=O)C2CCN(C(=O)c3ccco3)CC2)c(OC)c1
[37] CCOc1nc(NCc2ccco2)nc(Nc2ccc(OC)cc2)n1
[38] Cc1ccc2c(c1)C(c1ccccc1)N(C(=O)CC(C)C)CC(=O)N2 (configuration not stated)
[39] COc1ccc(N(CC(=O)NC(C)c2ccccc2)S(=O)(=O)c2c(C)noc2C)cc1 (configuration not stated)
[40] S=C(NCCc1ccccc1)NN=C1CCCCCC1

compound no.,33,34,35,36,37,38,39,40
PDI inh,-1,-5,-8,-3,-10,2,-4,2
Vif imaging,3,-3,1,-4,39,3,3,6
Cardio protect,-18,-6,-5,-2,-3,0,0,-6
MC4R barr agon,-0.3,-2.0,-1.6,2.4,-0.3,-1.1,-0.6,-1.6
N-glyco inh,-10,1,1,1,1,-2,1,1
CaV13 FRET inh,-4,-5,-9,-3,-5,-5,-3,-2
ABCB6 inh MLPCN,98,106,99,97,90,98,100,97
m5-HT2A agonist,-2,-6,6,1,-5,-7,8,1
aDG glyco act,0.2,0.0,0.2,0.0,-0.1,0.0,0.6,-0.2
MC4R antagonist,18,1,11,-1,5,5,0,2

[41] COc1ccc(-n2ncc3c(NCC4CCCO4)ncnc32)cc1 (configuration not stated)
[42] C=CCC(C=C)S(=O)(=O)c1ccc(C)cc1 (configuration not stated)
[43] Cc1ccc(S(=O)(=O)N2CCCC(CCC(=O)NCc3ccccc3F)C2)s1 (configuration not stated)
[44] CCOC(=O)/C(=C\c1ccc([N+](=O)[O-])o1)NC(=O)c1ccccc1
[45] COc1ccc(OC)c(NC(=O)c2cccnc2Sc2cc(C)ccc2C)c1
[46] O=C(CSc1ccc2nnc(CCNC(=O)c3ccccc3)n2n1)NC1CCCC1
[47] Nn1c(SCC(=O)N2CCOCC2)nnc1C1CC1
[48] CN1CCN(NC(=O)/C=C/c2cccc([N+](=O)[O-])c2)CC1

compound no.,41,42,43,44,45,46,47,48
PDI inh,-2,0,-1,-1,11,-1,2,-8
Vif imaging,-2,9,-1,9,-1,.,13,16
Cardio protect,5,0,-8,0,-8,5,0,-4
MC4R barr agon,1.9,-1.1,-1.4,1.1,1.7,-2.0,-0.6,-0.1
N-glyco inh,-6,2,3,10,-1,3,3,0
CaV13 FRET inh,.,-4,-4,.,-4,-5,0,-5
ABCB6 inh MLPCN,82,96,102,100,99,96,100,94
m5-HT2A agonist,4,-1,-1,-2,2,-1,9,1
aDG glyco act,-0.4,1.9,0.3,1.1,0.0,0.2,0.0,0.0
MC4R antagonist,7,1,5,-8,-2,-7,2,8

[49] COc1ccc(OCC(O)COc2ccc(OC)cc2)cc1
[50] Cc1cc(NC(=O)CSc2nc3ccc(Cl)cc3[nH]2)no1
[51] O=C(COC(=O)c1ccccn1)Nc1cccc(Cl)c1Cl
[52] CCOC(=O)c1[nH]c2c(c1C)C(=O)CC(c1ccc(N(C)C)cc1)C2 (configuration not stated)
[53] CCOC(=O)c1[nH]c2ccc(OC)cc2c1NC(=O)c1nonc1C

compound no.,49,50,51,52,53
PDI inh,0,-4,-4,.,-12
Vif imaging,-6,-11,7,-1,13
Cardio protect,-6,-2,2,-9,-3
MC4R barr agon,-1.2,-0.4,2.2,-2.4,-1.0
N-glyco inh,1,2,0,-2,5
CaV13 FRET inh,-5,-5,-4,-11,.
ABCB6 inh MLPCN,103,100,96,100,92
m5-HT2A agonist,-1,1,5,0,-4
aDG glyco act,-0.1,-0.1,-0.3,-0.1,-0.2
MC4R antagonist,4,9,5,2,0
